Assay outcomes from PubChem BioAssay.
hERG protect: compounds protecting human hERG from proarrhythmic drug block | Q12809 | CHO-hERG, FluxOR thallium flux, dofetilide IC70 present | activation (rescue from dofetilide block), less the hit threshold, % at 10 µM | 310,000 compounds, 0.51% hits;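 active means activation above the mean of controls blocked by dofetilide plus 5 SD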;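 further: thallium influx through hERG after potassium depolarization seen as dye fluorescence rise; in these data hits start at about 4.7%; inactives centre near -7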
Target sequence (Q12809 whole entry, looked up): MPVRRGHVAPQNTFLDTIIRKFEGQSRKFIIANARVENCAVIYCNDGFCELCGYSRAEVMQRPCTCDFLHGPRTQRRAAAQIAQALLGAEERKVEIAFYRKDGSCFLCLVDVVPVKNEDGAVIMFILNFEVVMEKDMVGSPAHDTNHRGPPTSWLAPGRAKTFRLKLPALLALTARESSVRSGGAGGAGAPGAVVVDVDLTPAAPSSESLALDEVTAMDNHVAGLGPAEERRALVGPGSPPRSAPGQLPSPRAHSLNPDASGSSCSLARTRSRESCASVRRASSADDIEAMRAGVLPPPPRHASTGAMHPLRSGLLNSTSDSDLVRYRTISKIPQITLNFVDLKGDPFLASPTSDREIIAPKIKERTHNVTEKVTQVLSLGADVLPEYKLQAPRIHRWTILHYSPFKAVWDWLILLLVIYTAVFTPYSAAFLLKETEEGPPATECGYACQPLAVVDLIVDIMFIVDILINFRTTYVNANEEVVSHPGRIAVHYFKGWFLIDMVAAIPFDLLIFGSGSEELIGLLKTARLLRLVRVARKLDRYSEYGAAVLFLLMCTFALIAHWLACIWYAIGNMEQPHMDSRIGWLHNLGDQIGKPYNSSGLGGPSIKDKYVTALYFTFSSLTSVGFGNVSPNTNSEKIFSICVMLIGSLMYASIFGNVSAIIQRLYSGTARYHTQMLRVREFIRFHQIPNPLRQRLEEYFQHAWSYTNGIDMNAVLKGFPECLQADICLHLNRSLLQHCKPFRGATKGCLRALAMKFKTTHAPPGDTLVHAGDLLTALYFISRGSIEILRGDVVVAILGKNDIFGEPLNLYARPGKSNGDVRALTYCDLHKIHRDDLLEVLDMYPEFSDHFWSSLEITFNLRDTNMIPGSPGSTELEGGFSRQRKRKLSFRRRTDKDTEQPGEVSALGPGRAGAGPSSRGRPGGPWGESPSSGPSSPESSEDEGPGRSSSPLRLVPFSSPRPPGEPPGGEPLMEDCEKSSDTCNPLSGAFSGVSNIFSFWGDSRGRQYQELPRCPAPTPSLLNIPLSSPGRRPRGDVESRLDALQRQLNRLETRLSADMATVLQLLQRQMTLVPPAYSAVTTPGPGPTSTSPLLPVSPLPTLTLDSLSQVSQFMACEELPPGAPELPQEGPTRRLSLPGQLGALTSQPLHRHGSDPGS
PolyA inhibitor: yeast polyadenylation inhibition | S. cerevisiae SKY197-pL101 polyadenylation reporter, beta-gal luminescence; efflux-impaired pdr1/pdr3 knockout yeast; score 100 = 6 SD above DMSO | calls only at 12 µM | 300,000 compounds, 0.02% hits;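 active means lowest replicate activity score at least 50, where 100 means six control SD above control mean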;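 further: yeast exposed to compound for 9 h at 30 °C; higher score means more reporter readthrough which indicates perturbed polyadenylation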
KCNK9 block: blocks the human KCNK9 two-pore domain potassium channel. Q9NPC2. HEK293 KCNK9, FluxOR thallium flux fluorescence; stronger effect = lower value. B-score at 10 µM. 310,000 compounds, 1.2% hits. AID 488922;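 active means ratio B-score over 3 SD below the library mean, with starting fluorescence within 5 SD of its mean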;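 further: negative B-score means less thallium flux so channel inhibition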
Platelet DG rel: platelet dense granule release activity; human platelet-rich plasma, SFLLRN dense granule ATP release, luminescence; inhibition, %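 (compounds screened at 7.5 µM in platelet-rich plasma)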; 300,000 compounds, 0.22% hits;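 active means mean replicate score, as percent of positive control, at or above 50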
KCNQ1 block: human KCNQ1 channel inhibition | AID 2642 | B-score at 10 µM | 310,000 compounds, 1.3% hits | CHO-K1 KCNQ1, FluxOR thallium flux fluorescence; stronger effect = higher value;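 active means compounds whose thallium flux B-score, printed positive for inhibition, exceeds three library SD while starting fluorescence stays within three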;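 further: channel opened by potassium depolarization with thallium stimulus after 20 min compound exposure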
KCNQ1 act: potentiates or activates the human KCNQ1 potassium channel. P51787. CHO-K1 KCNQ1, thallium flux FluxOR fluorescence; stronger effect = higher value. B-score at 10 µM. 310,000 compounds, 0.35% hits. AID 2648;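 active means fluorescence ratio B-score, a plate-corrected score, at least three library SD, with initial intensity B-score within 5 SD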
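Doses: Single concentration per compound, DMSO matched to controls | Test system: KCNQ1-transfected CHO-K1 cells | Timing: 90 min dye loading and 20 min compound exposure, both at room temperature | Measured by: Kinetic FluxOR thallium fluorescence, 10-s 1-Hz baseline, 110-s post-stimulus read | Medium: Assay buffer with matched DMSO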
TRPC4 inh: inhibitors of mouse TRPC4 channel; AID 2247; Q9QUQ5; 300,000 compounds, 0.39% hits; HEK293 TRPC4beta/mu-opioid, DAMGO-evoked Fluo4 calcium flux; stronger effect = lower value; B-score at 10 µM;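 active means B-score over 3 SD under the library average, no early fluorescence shift, positive overall ratio signal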
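Assay system: Stable TRPC4beta/mu-opioid receptor HEK293 cells | Reagent: DAMGO in two steps, submaximal then maximal | Compound dosing: Single concentration per test compound | Signal: Fluo4 Ca2+ flux fluorescence | Evaluation: Per-well B score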
TRPC4 agonist: TRPC4 (mouse) channel activation; Q9QUQ5; HEK293 TRPC4beta/mu-opioid, Fluo4 calcium fluorescence; stronger effect = higher value; B-score at 10 µM; 310,000 compounds, 0.49% hits; AID 2237;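 active means B-score above 5 SD of library B-scores, and initial fluorescence ratio not above library mean plus 5 SD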;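 further: positive B-score marks a calcium rise read as TRPC4 activation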
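Assay system: HEK293 stable line with TRPC4beta plus mu-opioid receptor; schedule: 45 min room-temperature Fluo4 loading, 110 s read; technique: kinetic Fluo4 calcium fluorescence; evaluation: integrated baseline-normalised fluorescence ratio, converted to per-well B score; controls: buffer (low) and maximal DAMGO (high)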
Dyrk1A ADPGlo: inhibitors of rat Dyrk1A kinase; Q63470; ADP-Glo luminescence, NFATc1 peptide; inhibition, % at 12.5 µM; 310,000 compounds, 0.43% hits; AID 504441; in the data active means inhibition above about 50%;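 further: plate controls were vehicle with enzyme for no effect and no enzyme for full effect; many of its hits are not listed in these tables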
TRPC4 potent: TRPC4 (mouse) allosteric potentiation | AID 2227 | 310,000 compounds, 0.42% hits | B-score at 10 µM | HEK293 TRPC4beta/mu-opioid, DAMGO EC20, Fluo-4 Ca2+ flux; stronger effect = higher value | Q9QUQ5;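 active means B-score of calcium response area above 5 SD of library B-scores, with initial fluorescence ratio within 5 SD of library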;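 further: B-score of integrated fluorescence ratio over time as area under calcium response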
KCNK3 inh: human KCNK3 channel inhibition, primary screen; CHO-KCNK3 thallium flux, FluxOR fluorescence; stronger effect = lower value; O14649; 340,000 compounds, 0.84% hits; B-score at 10 µM;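 active means B-score under library mean minus 4 SD, starting fluorescence ratio at most library mean plus 5 SD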;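 further: more negative B-score means stronger inhibition of thallium flux through KCNK3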
An asterisk follows results filed as active; i = inactive; . = no result given.

Every second line gives: hERG protect | PolyA inhibitor | KCNK9 block | Platelet DG rel | KCNQ1 block | KCNQ1 act | TRPC4 inh | TRPC4 agonist | Dyrk1A ADPGlo | TRPC4 potent | KCNK3 inh
O=C(CN1C(=O)C2CCCCC2C1=O)Nc1nc(-c2ccccn2)cs1 (stereo unspecified)
→ -6.8 | i | i | 12.5 | i | i | i | i | -1.6 | i | i
O=C(NCC1CCCO1)c1ccc2nc(N3CCCCC3)sc2c1 (stereo unspecified)
→ -6.8 | i | i | -13.9 | i | i | i | i | 0.5 | i | i
Cc1c(N)cc(C(=O)N2CCOCC2)cc1[N+](=O)[O-]
→ -10.5 | i | i | 1.9 | i | i | i | i | -1.4 | i | i
CCC(C)c1ccc(NC(=O)c2ccco2)cc1 (stereo unspecified)
→ -7.2 | i | i | 1.1 | i | i | i | i | 5.9 | i | i
Cc1ccc(NN2C(=O)C=C(c3ccccc3)C2=O)cc1
→ -5.8 | i | i | 40.3 | i | i | i | i | . | i | .
CC1(C(=O)OCC(=O)Nc2cccc(S(=O)(=O)NC3=NCCCCC3)c2)CC1(Cl)Cl (stereo unspecified)
→ -2.2 | i | i | -19.5 | i | i | i | i | 0.1 | i | i
COCCNC(=O)C(OC(=O)c1ccco1)c1ccccc1Cl (stereo unspecified)
→ -5.2 | i | i | -0.2 | i | i | i | i | 0.4 | i | i
CSC1=NC(=O)/C(=C/c2ccc(SC)cc2)S1
→ -10.9 | i | i | 12.9 | i | i | i | i | 21.1 | i | i
COc1ccc2oc(C(=O)NC3CCCCC3)c(C)c2c1
→ -4.6 | i | i | 7.9 | i | i | i | i | -6.5 | i | i
CCOc1cc(/C=C2\C(=O)N(Cc3ccco3)C(C)=C2C(=O)OC)ccc1O
→ -27.4 | i | i | 0.4 | i | i | i | i | -0.6 | i | -9.47*
COc1ccc(-c2nn(CCC(=O)O)cc2/C=N/NC(N)=S)cc1
→ -7.7 | i | i | -5.6 | i | i | i | i | 2.9 | i | i
CCOc1ccc(C2C(C#N)=C(N)N(N(C)C)C3=C2C(=O)CC(C)(C)C3)cc1 (stereo unspecified)
→ -5.8 | i | i | -1.4 | i | i | i | i | -0.3 | i | i
Cc1ccc(C(C(=O)NCc2ccc(F)cc2)N(C(=O)c2csnn2)C2CC2)o1 (stereo unspecified)
→ -18.8 | i | i | -1.0 | i | i | i | i | -9.2 | i | i
Cc1cc(C)c2c(=O)[nH]c(=O)n(Cc3ccccc3)c2n1
→ -2.9 | i | i | 17.1 | i | i | i | i | -6.8 | i | i
Cc1ccc(O)c(-c2[nH]ncc2C(=O)c2ccc(Br)cc2)c1
→ -4.8 | i | i | -2.5 | i | i | i | i | 4.7 | i | i
COc1cc(C#N)ccc1OC(=O)C1CCN(C(=O)c2ccc(F)cc2)CC1
→ -10.4 | i | i | -9.5 | i | i | i | i | 16.5 | i | i
COc1ccc(C(=O)N2CCN(c3c(C)cccc3C)CC2)cc1OC
→ -12.6 | i | i | 16.8 | i | i | i | i | 58.5* | 17* | i
CCc1nnc(NS(=O)(=O)c2ccc(NC(=O)c3ccccc3)cc2)s1
→ -3.7 | . | i | -1.5 | i | i | i | i | 1.1 | i | i
Cc1cc(NC(=O)c2ccccc2)nc2c1c(=O)oc1ccccc12
→ 0.6 | i | i | -3.1 | i | i | i | i | -4.7 | i | i
CCOc1ccc(C(O)Cc2nc3ccccc3n2C)cc1 (stereo unspecified)
→ -0.9 | i | i | -3.7 | i | i | i | i | -2.9 | i | i
Cc1nonc1C1CCCN1C(=O)c1cc(COc2ccc(F)cc2F)on1 (stereo unspecified)
→ -5.2 | i | i | -2.0 | i | i | i | i | . | i | i
O=C(O)CSCC(=O)NCc1ccc(Cl)cc1
→ -3.0 | i | i | 3.0 | i | i | i | i | -0.4 | i | i
CCOC(=O)N1CCN(C(=O)c2cn(C)c(=O)c3c2c2ccccc2n3C)CC1
→ -12.8 | i | i | -13.4 | i | i | i | i | -3.6 | i | i
CCCCOC(=O)Nc1sc2nc(C)cc(C)c2c1-n1cccc1
→ -5.8 | i | i | . | i | i | i | i | 2.4 | i | i
O=C(NCc1ccc(Cl)cc1)C1CCN(S(=O)(=O)c2cccnc2)CC1
→ -2.3 | i | i | 1.9 | i | i | i | i | -4.6 | i | i
COc1cc(=O)n(C)c2c(OCC3OC(C)(C)OC3(C)C)cccc12 (stereo unspecified)
→ -6.7 | i | i | 1.3 | i | i | i | i | . | i | i
Cc1ccc2sc(-c3ccc(NC(=O)/C=C\C(=O)O)cc3)nc2c1
→ -5.5 | i | i | 8.7 | i | i | i | i | 4.4 | i | i
O=C(CSc1nnc(CNC(=O)C23CC4CC(CC(C4)C2)C3)n1-c1ccc(F)cc1)Nc1ccc(F)cc1
→ -8.9 | i | i | -4.2 | i | i | i | i | -3.7 | i | i
CCc1nnc2c3cnn(-c4ccccc4)c3ncn12
→ -4.6 | i | i | -8.2 | i | i | i | i | 3.5 | i | i
O=C(Cc1ccccc1)Nc1scc(-c2ccccc2)c1C(=O)N1CCOCC1
→ -6.2 | i | i | 1.4 | i | i | i | i | -3.7 | i | i

In another format: 2 of the compounds above.
Structure | hERG protect | PolyA inhibitor | KCNK9 block | Platelet DG rel | KCNQ1 block | KCNQ1 act | TRPC4 inh | TRPC4 agonist | Dyrk1A ADPGlo | TRPC4 potent | KCNK3 inh
CCOC(=O)N1CCN(C(=O)c2cn(C)c(=O)c3c2c2ccccc2n3C)CC1 | -12.8 | i | i | -13.4 | i | i | i | i | -3.6 | i | i
COc1cc(=O)n(C)c2c(OCC3OC(C)(C)OC3(C)C)cccc12 (stereo unspecified) | -6.7 | i | i | 1.3 | i | i | i | i | . | i | i

The list continues:
Every second line gives: hERG protect | PolyA inhibitor | KCNK9 block | Platelet DG rel | KCNQ1 block | KCNQ1 act | TRPC4 inh | TRPC4 agonist | Dyrk1A ADPGlo | TRPC4 potent | KCNK3 inh
O=C(Nc1ccc(-c2nc3cc(Cl)ccc3c(=O)o2)cc1)c1ccco1
→ -8.3 | i | i | -21.6 | i | i | i | i | -6.3 | i | i
CN1CC(=O)N(CC(=O)Nc2ccc(Cl)c(C(F)(F)F)c2)C1=O
→ 4.6* | i | i | -1.9 | i | i | i | i | 3.8 | i | i
Cc1ccc(-c2nnc(Nc3ccc(C(=O)N(C)C)cc3)c3ccccc23)cc1S(=O)(=O)NC(C)(C)CO
→ -17.1 | i | i | 2.9 | i | i | i | i | -2.9 | i | i
O=C(COc1ccc(Cl)cc1Cl)NN=C1c2ccccc2-c2ccccc21
→ -10.7 | i | i | -1.5 | i | i | i | i | -2.9 | i | i
CC(C)CNC(=O)C(=O)NNC(=O)c1ccco1
→ -8.6 | i | i | -2.7 | i | i | i | i | -0.1 | i | i
CC1=C(c2ccccc2)CCC1=O
→ -6.3 | i | i | -3.1 | i | i | i | i | 5.0 | i | i
O=C(Nc1ccc(N2CCOCC2)c(Cl)c1)c1ccc([N+](=O)[O-])o1
→ -4.8 | i | i | 2.5 | i | i | i | i | -1.4 | i | i
CC12CC3(C)CC(C)(C1)CC(C(=O)NC(=S)NC(C)(C)C)(C2)C3
→ -8.3 | i | i | 1.6 | i | i | i | i | 8.5 | i | i
O=C(O)CCCn1nc(-c2ccccc2)c2ccccc21
→ -9.4 | i | i | -3.7 | i | i | i | i | 0.2 | i | i
CC(=O)NCC(=O)OCC(=O)Nc1ccc(C(C)=O)cc1
→ -5.3 | i | i | -2.0 | i | i | i | i | -3.4 | i | i
Cc1cc(C(=O)OCC(=O)c2cccc([N+](=O)[O-])c2)c2cccc(C)c2n1
→ 0.9 | i | i | 5.6 | i | i | i | i | -1.8 | i | i
Cc1ccc(C(=O)N/N=C\c2sccc2C)cn1
→ -2.3 | i | i | 3.5 | i | i | i | i | -4.1 | i | i
CS(=O)(=O)C1=NSC2=NC(=O)/C(=C\c3ccc(OC(=O)c4ccco4)c(Br)c3)C(=N)N21
→ -14.7 | i | i | -1.0 | i | i | i | i | 46.7 | i | i
COC(=O)c1ccccc1NC(=O)CSc1nc(O)c(-c2ccccc2)c(=O)[nH]1
→ -18.5 | i | i | 1.4 | i | i | i | i | 0.4 | i | i
Cc1sc2cc3c(c(C(=O)c4ccccc4)[n+]2c1C)-c1cccc2cccc-3c12
→ -45.8 | i | -10.4* | -3.0 | i | i | -6* | i | . | i | .

Compounds above containing a nitro group on carbon, in the order listed:
Every second line gives: hERG protect | PolyA inhibitor | KCNK9 block | Platelet DG rel | KCNQ1 block | KCNQ1 act | TRPC4 inh | TRPC4 agonist | Dyrk1A ADPGlo | TRPC4 potent | KCNK3 inh
Cc1c(N)cc(C(=O)N2CCOCC2)cc1[N+](=O)[O-]
→ -10.5 | i | i | 1.9 | i | i | i | i | -1.4 | i | i
O=C(Nc1ccc(N2CCOCC2)c(Cl)c1)c1ccc([N+](=O)[O-])o1
→ -4.8 | i | i | 2.5 | i | i | i | i | -1.4 | i | i
Cc1cc(C(=O)OCC(=O)c2cccc([N+](=O)[O-])c2)c2cccc(C)c2n1
→ 0.9 | i | i | 5.6 | i | i | i | i | -1.8 | i | i

Next structures follow:
Every second line gives: hERG protect | PolyA inhibitor | KCNK9 block | Platelet DG rel | KCNQ1 block | KCNQ1 act | TRPC4 inh | TRPC4 agonist | Dyrk1A ADPGlo | TRPC4 potent | KCNK3 inh
O=C(Nc1ccc2[nH]c(=O)[nH]c2c1)c1ccc(Cl)c(Cl)c1
→ -6.7 | i | i | 0.5 | i | i | i | i | -7.0 | i | i
O=C(Nc1ccccc1OC(F)F)c1oc2ccccc2c1COc1ccccc1
→ -10.7 | i | i | 7.3 | i | i | i | i | -1.6 | i | i
CC(C)C(O)(C#CCN1CCCC1)c1ccccc1 (stereo unspecified)
→ -2.7 | i | i | 0.6 | i | i | i | i | 5.4 | i | i
CC(C)CCNC(=O)/C=C/c1ccc(Br)cc1
→ -3.5 | i | i | -1.0 | i | i | i | i | -3.8 | i | i
COc1cccc(-n2c(SCC(=O)Nc3cc(C)on3)nc3c([nH]c4ccccc43)c2=O)c1
→ -9.5 | i | i | 3.0 | i | i | i | i | 1.9 | i | i
Fc1ccc2[nH]c3c(c2c1)CN(C(=S)NCc1ccccc1)CC3
→ -13.8 | i | i | 2.5 | 7* | i | i | i | -3.1 | i | i
N#Cc1c(NC(=O)CSc2nc(-c3ccccc3)cc(C(F)(F)F)n2)sc2c1CCC2
→ -6.3 | i | i | 18.5 | i | i | i | i | 4.0 | i | i

These rows are one share of the data; the hit share may differ from the screen's.
